High-throughput results deposited in PubChem by National Center for Advancing Translational Sciences (NCATS).
DRD3 agonist: agonists of human D3 dopamine receptor | max activation, % | 0.58% of 410,000 active | P35462 | D3R DiscoveRx beta-arrestin cells, luminescence, 90 min | AID 652048; in the data active = max activation above about 30%; also: 0% is about no effect; mostly tested at two doses, the higher about 12 µM
Target sequence (P35462 whole entry, looked up): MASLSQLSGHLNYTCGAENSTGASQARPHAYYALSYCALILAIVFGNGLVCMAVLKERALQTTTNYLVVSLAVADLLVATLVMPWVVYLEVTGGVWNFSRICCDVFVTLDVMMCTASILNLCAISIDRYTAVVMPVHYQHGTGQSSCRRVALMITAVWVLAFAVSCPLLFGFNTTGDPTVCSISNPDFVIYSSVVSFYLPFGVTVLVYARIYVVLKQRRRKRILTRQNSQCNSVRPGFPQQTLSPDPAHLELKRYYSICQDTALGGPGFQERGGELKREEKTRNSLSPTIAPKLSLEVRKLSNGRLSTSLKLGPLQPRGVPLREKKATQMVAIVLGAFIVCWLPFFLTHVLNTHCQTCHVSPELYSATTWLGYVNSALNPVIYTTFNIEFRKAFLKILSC
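Agonist mode: compounds and dopamine controls were applied to plated cells for 90 min at 37 degrees C after an overnight attachment at 1500 cells/well. Luminescent read-out followed 30 - 60 minutes at room temperature with DiscoveRx detection reagent.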
PTHR1 ag: agonists of human PTHR1 parathyroid hormone receptor. 0.075% of 410,000 active. HEK293 GP2 PTHR1 cells, GloSensor cAMP luminescence, 1 h. AID 743266. Potency, µM (series often up to 115 µM), for inactives: at the top dose activation, actives largely listed as activators. Q03431; active = well fitted activation curve with a large enough effect; inconclusive = small, poorly fitted or top-dose-only effect, or another doubt; inactive = no such curve, though single readings can be large or run the other way; also: potency is read from the fitted curve at half-maximal effect; nearly all actives have a fitted effect of over 55% in size; some results filed as inactive show a strong effect at the top dose; inactives centre near -15; many of its hits are not listed in these tables
Target sequence (Q03431 whole entry, looked up): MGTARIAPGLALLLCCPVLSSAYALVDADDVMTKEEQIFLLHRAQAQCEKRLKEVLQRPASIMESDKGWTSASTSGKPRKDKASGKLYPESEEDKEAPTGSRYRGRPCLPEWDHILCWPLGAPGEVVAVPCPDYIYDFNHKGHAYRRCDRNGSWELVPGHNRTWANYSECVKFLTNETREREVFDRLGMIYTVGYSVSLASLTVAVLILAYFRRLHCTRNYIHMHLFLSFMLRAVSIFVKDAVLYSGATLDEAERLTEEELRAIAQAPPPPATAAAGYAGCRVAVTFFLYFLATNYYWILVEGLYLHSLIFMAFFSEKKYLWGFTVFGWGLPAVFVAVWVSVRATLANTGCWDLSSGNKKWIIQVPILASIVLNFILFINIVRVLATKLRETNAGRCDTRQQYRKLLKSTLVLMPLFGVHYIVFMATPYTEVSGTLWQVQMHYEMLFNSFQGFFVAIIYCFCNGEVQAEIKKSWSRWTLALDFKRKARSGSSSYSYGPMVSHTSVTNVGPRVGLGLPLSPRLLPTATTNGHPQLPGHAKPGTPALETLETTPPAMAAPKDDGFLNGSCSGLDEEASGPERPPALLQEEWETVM
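HEK-293-derived GP2 cells expressing PTHR1 and a GloSensor cAMP reporter, 3,000/well, plated overnight, given luciferin plus IBMX (each 0.5 mM as added) for 1 h at 37 °C, then compound for 1 h at 37 °C. Luminescence was read after 15 min at room temperature.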
* marks the source's active call; other numbers are inactive results; i = inactive; ? = inconclusive; [ ] = remark or other dose. Only part of the results is shown. The share of hits here may be higher or lower than overall.

SMILES	DRD3 agonist	PTHR1 ag
CSc1ccc(CCNC(=O)c2ccc3c(c2)nc2n3CCC(C)C2)cc1 (stereo unspecified)	-16.4	-29.0%
CCc1ccc(NC(=O)c2ccc(Cn3nc(N4CCN(c5ccccc5)CC4)ccc3=O)o2)cc1	17.7	-49.8%[inhibitor]
CC1Cc2cc(S(=O)(=O)NCc3ccc(Cl)cc3)ccc2N1C(=O)C1CCC1 (stereo unspecified)	-2.9	-38.2%
COc1cccc(NC(=O)CSc2nnc(-c3cccc(OC)c3)o2)c1	-19.6	-3.5%
COc1cccc(NC(=O)C(C)n2c(=O)cc(C(F)(F)F)c3c(C)nn(C)c32)c1 (stereo unspecified)	4.3	-20.2%
O=C(CSc1nc2ccccc2c(=O)n1CCC(=O)NC1CCCCC1)Nc1ccccc1Cl	-8.5	i
COc1ccc(-c2cc3nc(C)c(CCC(=O)NCCc4ccc(Cl)cc4)c(C)n3n2)c(OC)c1	-2.2	-41.0%[inhibitor]
Cc1cc(NC(=O)CSc2nc(-c3cccc(F)c3)nc3c2c(=O)n(C)c(=O)n3C)no1	-7.4	i
COc1cc(OC)cc(C(=O)Nc2ccc3nc(N4CCCCC4)cc(C)c3c2)c1	5.5	4.7%
Cc1cccc(-c2nc(SCC(=O)Nc3cccc(C(F)(F)F)c3)n3[nH]c(=O)cc3n2)c1	-3.7	15.7%
Cc1ccc2c(c1)nc(SCC(O)c1ccc(Br)cc1)n2C (stereo unspecified)	1.9	-59.3%[inhibitor]
COc1ccc(-c2nc3c(C#N)c[nH]n3c2NC2CCCCC2)c(OC)c1	-7.1	i
CCOc1ccc(CCNC(=O)c2cccc(Nc3nc4ccccc4nc3-n3nc(C)cc3C)c2)cc1OCC	5.8	-24.0%
CCOC(=O)c1ccc(NC(=O)Cn2nc(C)c3nn(-c4ccc(Cl)cc4)c(C)c3c2=O)cc1	14.3	-9.1%
CCOC(=O)c1cc(-c2ccccc2)n(CC(=O)Nc2ccc(CC)cc2)c1C	-1.3	?
CCc1cccc(-n2c(=O)c3cccnc3n2CC(=O)NCc2ccc(C)cc2)c1	7.1	i
CCOC(=O)c1ccccc1NC(=O)CSc1ccc(-c2cccs2)nn1	-8.2	i
CCOc1cc(C(=O)OCc2cc(=O)n3c(C)csc3n2)cc(OCC)c1OCC	1.4	-2.5%
O=c1c2cc3c(cc2n(Cc2ccc(F)cc2)c(=O)n1Cc1nc(-c2ccccc2)no1)OCO3	3.0	i
CCOc1ccc(NC(=O)c2c(Nc3ccccc3C)sc(C(=O)c3ccccc3)c2N)cc1	6.3	-6.6%

Compounds above that contain a thiophene ring, fused or not:
SMILES	DRD3 agonist	PTHR1 ag
CCOC(=O)c1ccccc1NC(=O)CSc1ccc(-c2cccs2)nn1	-8.2	i
CCOc1ccc(NC(=O)c2c(Nc3ccccc3C)sc(C(=O)c3ccccc3)c2N)cc1	6.3	-6.6%

New compounds follow:
SMILES	DRD3 agonist	PTHR1 ag
COc1cccc(OCc2cc(=O)n3cc(C)sc3n2)c1	-3.6	-15.8%
CC1CCCCN1S(=O)(=O)c1cc2c3c(c1)CC(=O)N3CCC2 (stereo unspecified)	-1.8	-24.2%
COc1cc(C2c3c(oc4ccc(C)cc4c3=O)C(=O)N2Cc2ccc(F)cc2)ccc1O (stereo unspecified)	-11.7	?
CCCNC(=O)C(=O)NCC(c1ccc2c(c1)OCO2)N1CCOCC1 (stereo unspecified)	6.1	-12.8%
Cc1ccccc1Cn1c2ccccc2c2cnn(CC(=O)NC(C)CCc3ccccc3)c(=O)c21 (stereo unspecified)	-5.7	-1.4%
CCOc1ccc(-c2cn3c(n2)sc2cc(C(=O)NCCCN4CCCCCC4)ccc23)cc1	-10.6	i
Cc1ccc(NC(=O)N(Cc2cn(C)c3ccccc23)C2CCCCC2)cc1C	-11.3	i
CCOc1ccc(CNC(=O)CN2C(=O)CCn3nc(-c4cn(C)c5ccccc45)cc32)cc1OC	-14.8	i
COc1ccc(-c2cc(C)no2)cc1S(=O)(=O)NCc1cccs1	-9.5	?
Cc1ccc2c(CC(=O)Nc3ccc(S(=O)(=O)N4CCCCC4)cc3)coc2c1C	-12.9	-24.1%
COCCCNC(=O)c1oc2c(c1C)-c1nn(Cc3ccc(Cl)cc3)cc1CC2	-7.2	-33.2%[inhibitor]
CC(=O)N1CCc2cc(S(=O)(=O)CCC(=O)Nc3ccc(C)cc3Br)ccc21	2.8	i
Cc1nc2cc(-c3cccc(F)c3)nn2c(C)c1CCC(=O)Nc1ccccc1C(N)=O	6.3	-21.6%
COc1ccc(-n2cc3c(c2-c2cccc(Br)c2)c(=O)n(C)c(=O)n3C)cc1OC	-3.1	-4.9%
CCOC(=O)c1c(C)sc(-c2c(-c3cc(C)ccc3C)[nH]c3c2c(=O)[nH]c(=O)n3C)c1O	2.9	-47.8%[inhibitor]
Cc1nc2nc(SCC(=O)Nc3cccc(Cl)c3)nn2c(C)c1Cc1ccccc1	13.1	-31.6%[inhibitor]
O=C(c1ccc2c(c1)N(Cc1ccccc1)C(=O)c1ccccc1S2(=O)=O)N1CCCCCC1	3.5	-37.0%[inhibitor]
FC(F)(F)c1cc(-c2ccccc2)nc2cc(-c3ccc(Br)cc3)nn12	1.9	i
CCc1ccccc1NC(=O)CN1C(=O)CCc2cc(S(=O)(=O)N3CCCCC3)ccc21	-12.8	-95.1%[inhibitor]
CCc1ccc(NC(=O)CN2CCSc3ccc(S(=O)(=O)N4CCCC4)cc32)cc1	-7.7	-29.5%
COc1ccccc1-c1cc(NC(=O)COc2ccc(C)c(C)c2)n(-c2ccccc2)n1	-6.5	i
O=C(Nc1ccccc1Cl)N1CCC(CN2CCCC2)CC1	-9.0	i
CC1CCN(S(=O)(=O)c2ccc3c(c2)oc(=O)n3CC(=O)N2CCCCC2)CC1	6.0	-40.2%
CCN(CCCNC(=O)c1cc(Nc2ccccc2OC)nc2ccccc12)c1cccc(C)c1	8.8	-37.8%[inhibitor]
CN1C(=O)c2ccccc2Sc2ccc(NC(=O)NCc3ccccc3Br)cc21	-4.0	-23.8%
CC(=O)c1c(C)nc2nc(-c3ccccc3)nn2c1C	7.9	-0.7%
Cc1ccc(-c2nnc(Nc3cccc(O)c3)c3ccccc23)cc1S(=O)(=O)N1CCCCC1	0.0	i
COC(=O)c1cc(C)nc2c1c(=O)nc(SCc1cccc(C(F)(F)F)c1)n2C1CC1	-9.0	?
O=C(Nc1ccc(OCc2cc(=O)n3ccsc3n2)cc1)c1ccc(F)cc1	10.3	-1.2%
COCCNc1ncnc2c1cnn2-c1cc(Cl)ccc1C	5.6	i
Cc1cc(C)cc(N2C(=O)N(Cc3cc(=O)n4ccccc4n3)c3ccccc3S2(=O)=O)c1	-13.1	-12.6%
CC(C)c1ccc(NC(=O)CC2NCCNC2=O)cc1 (stereo unspecified)	-1.0	-24.4%
CCOc1ccc(CNC(=O)CCC(=O)N2CC(C)Sc3ccccc32)cc1 (stereo unspecified)	8.5	i
COc1ccc(NC(=O)Cn2c(=O)oc3cc(S(=O)(=O)N4CCCC4)ccc32)cc1OC	-2.5	-53.0%[inhibitor]
CC(C)C(NS(=O)(=O)c1ccc2c(c1)oc(=O)n2C)C(=O)NCCc1ccc(Cl)cc1 (stereo unspecified)	1.1	i
Cc1cc(S(=O)(=O)Nc2cc3c(cc2N2CCOCC2)n(C)c(=O)c(=O)n3C)ccc1F	2.9	i
CCc1nnc2n1N(C(C)=O)C(c1ccc(C(C)(C)C)cc1)=C(C(C)=O)S2	-2.1	-46.1%[inhibitor]
CCCn1c2ccccc2c2cnn(CC(=O)NCCc3ccc(C)cc3)c(=O)c21	-6.3	i
COc1ccc(CCNC(=O)c2ccc3c(c2)ncn3-c2ccc(C)cc2C)cc1OC	3.3	-40.4%[inhibitor]
CCOC(=O)C1=C(CNCc2ccccc2)NC(=O)NC1c1ccc(C)cc1 (stereo unspecified)	3.5	-32.2%[inhibitor]
CC(=O)N1c2ccccc2CC1C(=O)N1CCN(c2cccc(Cl)c2)CC1 (stereo unspecified)	1.5	i
CCOC(=O)c1c(C)oc2nc(C)nc(Nc3ccc(CC)cc3)c12	-7.1	?
COc1ccc(-n2ccn(CC(=O)NCCc3ccccc3)c(=O)c2=O)cc1OC	-4.7	17.9%
CCOC(=O)c1ccccc1NC(=O)CSc1c(C)cnc2c1c(=O)n(C)c(=O)n2C	3.5	i
COc1nc(-c2ccccc2)ccc1-c1noc(-c2ccccc2Br)n1	-9.5	-74.3%[inhibitor]
CCOc1ccccc1NC(=O)C1=C(C)Nc2ncnn2C1c1ccc(C)o1 (stereo unspecified)	1.5	i
CCOc1ccc(C(=O)Nc2ccc3oc(-c4ccncc4)nc3c2)cc1	7.9	-2.3%
CCC(C(=O)N1CCN(c2cc(Cl)ccc2C)CC1)n1nc(C)n2c(cc3occc32)c1=O (stereo unspecified)	-5.8	i
COc1cc2ccccc2cc1C(=O)N1CCN(c2nc3c(F)cccc3s2)CC1	3.5	i
Cc1cn2c(=O)cc(COc3ccc(NC(=O)c4ccccc4C)cc3)nc2s1	-5.4	-24.1%
O=C(Cn1c(SCc2ccc(F)cc2)nc2cccnc21)Nc1ccccc1F	16.6	-22.1%
CCN(Cc1ccccc1)S(=O)(=O)c1ccc(N2CCCCS2(=O)=O)cc1	-7.9	-42.8%[inhibitor]
COc1ccc2cc(CNc3ccc(OC)c(OC)c3)c(=O)n(CC(=O)Nc3ccccc3F)c2c1	2.8	i
COc1ccc(CC(=O)NC2CC(=O)N(c3ccc4c(c3)OCCO4)C2)cc1 (stereo unspecified)	10.4	-15.7%
CC(=O)c1ccc(N2C(=O)N(Cc3ccccc3C#N)c3ccccc3S2(=O)=O)cc1	-8.9	-3.6%
Cc1cccc2c1-c1sc(C(=O)N(C)c3cccc(Cl)c3)cc1CO2	-0.7	i
O=C(NC1CCCCC1)c1ccc2c(c1)N(Cc1ccc(F)cc1)C(=O)c1ccccc1S2(=O)=O	-6.9	i
Cc1cccc(NC(=O)c2c(NC(=O)c3ccco3)sc3c2CCC(C)C3)c1 (stereo unspecified)	-8.1	-16.4%
CCCN(C(=O)C1CCN(S(=O)(=O)c2c(C)noc2/C=C/c2ccc(C)cc2)CC1)c1ccccc1F	-0.5	-3.5%
Cc1cccc(-n2c3nc(=O)n(C)c(=O)c-3cc3c(C)nn(-c4ccccc4)c32)c1C	3.0	-25.3%

Given with two lines to a compound: four of the compounds above
Values run as follows: DRD3 agonist | PTHR1 ag
- COc1cc2ccccc2cc1C(=O)N1CCN(c2nc3c(F)cccc3s2)CC1
  3.5 | i
- Cc1cn2c(=O)cc(COc3ccc(NC(=O)c4ccccc4C)cc3)nc2s1
  -5.4 | -24.1%
- O=C(Cn1c(SCc2ccc(F)cc2)nc2cccnc21)Nc1ccccc1F
  16.6 | -22.1%
- CCN(Cc1ccccc1)S(=O)(=O)c1ccc(N2CCCCS2(=O)=O)cc1
  -7.9 | -42.8%[inhibitor]

(next part)
SMILES	DRD3 agonist	PTHR1 ag
CC(=O)NCc1nc2cccnc2n1Cc1ccccc1	14.2	-10.5%
COc1cccc(CNC(=O)CCc2c(C)nc3c(c(C)nn3-c3ccc(C)c(C)c3)c2C)c1	13.8	-3.9%
COc1ccc(-c2noc(-c3ccccc3NC(=O)c3cc(OC)c(OC)c(OC)c3)n2)cc1	0.6	-10.4%
COc1ccc(N2CCN(C(=O)CS(=O)(=O)c3cccc4nsnc34)CC2)cc1	-0.5	9.4%
COc1ccc(CCNC(=O)CS(=O)(=O)Cc2nc(-c3cccc(Cl)c3)oc2C)cc1OC	2.2	-5.9%
COc1ccc(CNS(=O)(=O)c2ccc(N3CCCCS3(=O)=O)cc2)cc1	-8.4	-92.1%[inhibitor]
Cc1ccc(C)c(NC(=O)Cn2cc(C(=O)c3cccs3)c3ccccc32)c1	-3.7	i
COc1ccc(NC(=O)CSC2=Nc3ccccc3C3=NC(CC(=O)NCc4ccccc4OC)C(=O)N23)cc1Cl (stereo unspecified)	-3.3	-3.9%
Cc1cc(NC(=O)N2CCC(CN3CCOCC3)CC2)ccc1Br	3.9	-7.6%
CCC(C)NC(=O)CCSc1nc(-c2ccc3c(c2)OCO3)cc(C(F)(F)F)n1 (stereo unspecified)	-7.6	i
Cc1cc(C)cc(C(=O)Nc2ccc(-c3nc4ncccc4o3)cc2)c1	-2.5	i
Cc1[nH]c2ccc(C(=O)NCCc3ccccc3Cl)cc2c1C	4.7	-23.6%
COc1cccc2c1Oc1ncccc1N(C(=O)Nc1cccc(Cl)c1)C2	-5.1	-6.0%
COc1ccc(C)cc1NC(=O)C1CCC(CNS(=O)(=O)c2ccc3c(c2)CCCC(=O)N3)CC1 (stereo unspecified)	9.7	-18.6%
Cc1ccc(C2C=C(c3ccc(F)cc3)Nc3nc(CCCO)nn32)cc1 (stereo unspecified)	0.2	i
COc1cccc(NC(=O)Nc2ccc3c(c2)N(C)C(=O)c2ccccc2S3)c1	-15.2	-30.9%[inhibitor]
CCC12CN3CC(CC)(CN(C1)C3c1ccc(OCc3ccccc3)cc1)C2=O (stereo unspecified)	2.8	9.2%
COc1ccc(CNC(=O)c2ccc3c(c2)nc2n3CCC(C)C2)c(OC)c1 (stereo unspecified)	-10.9	-15.3%
O=C(NCCc1ccccc1)c1cc(-c2ccc(Cl)c(Cl)c2)on1	2.9	i
Fc1ccc(CNc2nc(-c3ccccc3)cc(C(F)(F)F)n2)cc1	-6.2	-5.6%
CC(C)CCNC(=O)Cn1nc(N2CCN(c3ccccc3)CC2)ccc1=O	-1.5	-52.4%
